# SMARCA2 act: increases SMARCA2 function in MMTV reporter cells; activation, % at 9.1 µM; MG213 cells, MMTV-luciferase reporter, dexamethasone, overnight; actives 1% (n = 370,000); in the data active = activation above about 7.8%;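 also: 0% = vehicle wells and 100% = reference activator wells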
# GC-A act: GC-A (human) enzyme activation. actives 0.14% (n = 370,000). P16066. AID 1671463. HEK293 GC-A cells, cGMP TR-FRET, EC30 ANP; 0% at EC30 ANP, 100% saturating ANP. activation, % at 10 µM; in the data active = activation above about 40%
# Target sequence (P16066 whole entry, looked up): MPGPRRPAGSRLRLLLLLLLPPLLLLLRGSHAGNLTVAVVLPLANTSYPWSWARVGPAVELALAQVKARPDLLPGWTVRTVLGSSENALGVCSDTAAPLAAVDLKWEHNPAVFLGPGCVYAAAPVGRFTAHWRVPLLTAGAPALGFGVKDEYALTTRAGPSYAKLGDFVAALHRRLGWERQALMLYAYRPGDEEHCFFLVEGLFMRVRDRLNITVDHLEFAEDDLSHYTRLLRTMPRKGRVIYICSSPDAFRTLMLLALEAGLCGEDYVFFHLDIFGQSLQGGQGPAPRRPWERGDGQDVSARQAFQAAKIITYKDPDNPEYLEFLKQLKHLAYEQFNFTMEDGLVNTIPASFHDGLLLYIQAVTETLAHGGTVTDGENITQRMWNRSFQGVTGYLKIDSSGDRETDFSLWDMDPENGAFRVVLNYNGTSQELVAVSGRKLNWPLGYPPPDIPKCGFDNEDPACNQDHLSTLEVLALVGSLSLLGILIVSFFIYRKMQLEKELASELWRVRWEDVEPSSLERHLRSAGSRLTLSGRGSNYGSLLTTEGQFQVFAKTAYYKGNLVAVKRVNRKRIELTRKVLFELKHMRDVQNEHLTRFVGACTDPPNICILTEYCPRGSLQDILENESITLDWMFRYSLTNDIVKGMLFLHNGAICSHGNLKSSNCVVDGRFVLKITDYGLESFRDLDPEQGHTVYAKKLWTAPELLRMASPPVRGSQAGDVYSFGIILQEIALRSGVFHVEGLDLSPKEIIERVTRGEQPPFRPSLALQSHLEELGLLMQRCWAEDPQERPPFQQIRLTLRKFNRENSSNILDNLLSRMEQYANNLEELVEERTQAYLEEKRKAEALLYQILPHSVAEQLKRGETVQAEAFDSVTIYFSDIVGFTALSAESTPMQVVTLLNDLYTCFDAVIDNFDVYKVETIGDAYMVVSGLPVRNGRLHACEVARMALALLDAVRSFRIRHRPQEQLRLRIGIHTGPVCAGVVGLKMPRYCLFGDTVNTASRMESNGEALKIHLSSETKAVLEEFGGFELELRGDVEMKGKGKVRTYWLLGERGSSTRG
# DAX1 inh-1: inhibitors of human orphan nuclear receptor DAX1 (NR0B1) | P51843 | HEK293 Gal4-DAX1 luciferase reporter, luminescence | inhibition, % at 6.75 µM | actives 0.99% (n = 340,000) | AID 504766;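 active = inhibition above the mean over all tested compounds plus 3 SD, cut at about 4.2% in these data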;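 also: 0% = DAX1-transfected cells with DMSO and 100% = empty-vector control cells with DMSO; inhibition shows as a rise in luminescence from relieved DAX1 repression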
# hgDAF-12 ag: hgDAF-12 agonism, primary luciferase screen; HEK293 GAL4-hgDAF12 UAS-luciferase reporter, agonist luminescence; normalized to butyrate control; activation, % at 6.8 µM; AID 687014; actives 1.8% (n = 370,000);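 active = activation above a cutoff set at the mean of all screened compounds plus 3 SD, cut at about 10% in these data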;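 also: 0% = DMSO wells and 100% = sodium butyrate wells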
# PG9 binder: PG9 antibody binding by small molecule; TR-FRET gp120-PG9 antibody binding; inhibition, % at 6.7 µM; actives 0.43% (n = 360,000); AID 624416; in the data active = inhibition above about 8.5%
# FXN GAA850 act: frataxin GAA850 promoter activation. HEK293 lucGAA850 FXN promoter luciferase reporter, 24 h; percent of 10 µM SAHA response. activation, % at 6 µM. actives 0.56% (n = 360,000);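 active = activation above the average of all compounds screened plus 3 SD, cutoff fixed separately per campaign, cut at about 7.5% in these data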;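 also: 0% = DMSO wells and 100% = 10 µM SAHA wells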
# ADAM17 inh: ADAM17 inhibition, QFRET primary screen; inhibition, % at 6.95 µM; actives 0.83% (n = 370,000); recombinant ADAM17, EDANS/DABCYL FRET peptide cleavage;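 active = inhibition above the mean of compounds lying between control limits plus 3 SD, set per campaign, cut at about 8.5% in these data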;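 also: 0% = DMSO-only wells as the low control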
# ssDAF12 agonist: activators of S. stercoralis DAF-12 nuclear receptor | activation, % at 6.8 µM | actives 1% (n = 370,000) | HEK293 ssDAF-12/GRIP1 lit1-tk-luc reporter, luminescence; % of 3 µM dafachronic acid response;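 active = activation above the mean over all tested compounds plus 3 SD, cut at about 0.9% in these data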;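 also: 0% = DMSO-only wells and 100% = 3 µM delta7-dafachronic acid wells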
# ADAM10 inh: inhibits human ADAM10; O14672; recombinant ADAM10, EDANS/DABCYL FRET peptide cleavage, 3 h; inhibition, % at 7 µM; actives 0.62% (n = 370,000); AID 720582;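 active = inhibition above a per-campaign cutoff equal to the mean of compounds falling between control-based bounds plus 3 SD, cut at about 20% in these data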;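 also: 0% = DMSO wells while the 100% control is not disclosed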
# hcDAF-12 act: activates DAF-12 receptor from parasite H. contortus; actives 1.4% (n = 370,000); activation, % at 6.8 µM; AID 652067; HEK293 hcDAF-12 lit1-tk-luc reporter, luminescence; 0% DMSO, 100% Δ7-dafachronic acid;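 active = activation above the mean of all tested compounds plus 3 SD, cut at about 5.5% in these data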;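 also: 100% = response to 3 µM Δ7-dafachronic acid high control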
# DAX1 inh-2: inhibitors of DAX1 repression of SF-1 activated StAR promoter | HEK293T StAR-luciferase reporter, SF-1/DAX-1 repression relief | inhibition, % at 6.8 µM | actives 1.1% (n = 370,000) | AID 652010;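 active = inhibition above the mean over all tested compounds plus 3 SD, cut at about 3.6% in these data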;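 also: 0% = DAX-1 cells with DMSO and 100% = cells lacking DAX-1 with DMSO; higher inhibition means more luminescence from relief of DAX-1 repression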
# * hit, by the source's call; nt = not tested or not shown. Random draw from the library; 6.8% or so of the library scored in one or more.
SMILES,SMARCA2 act,GC-A act,DAX1 inh-1,hgDAF-12 ag,PG9 binder,FXN GAA850 act,ADAM17 inh,ssDAF12 agonist,ADAM10 inh,hcDAF-12 act,DAX1 inh-2
Cc1ccc(C(Sc2ccccc2)C(Cn2cncn2)C(=O)c2ccccc2)cc1 (centres undefined),3,6,-1.6,0.3,-0.9,-2.7,0,-0.9,4,-0.2,-0.1
O=C(CSc1n[nH]c(-c2ccccc2)n1)NC1CCCCC1,-2,0,-0.3,-0.8,-0.4,0.1,0,-1.2,2,0.1,-1.2
C=CCNC(=O)c1ccccc1NC(=O)c1ccccc1SC,-1,4,-1.3,-1.5,-1.1,1.6,-3,-1.6,-9,0.2,-0.7
Cc1nc2c(Cl)c(C)nn2c2c1CCC2,3,1,-0.3,0.5,-1.4,-0.8,-6,-1.6,-6,-0.5,0.0
COc1ccc(CC(=O)OCC(=O)Nc2ccc(Cl)c(S(=O)(=O)N(C)C)c2)cc1,-1,-2,-0.8,-2.8,0.4,-0.1,2,-1.1,6,-0.3,0.3
Cn1c(=O)n(C)c2cc3[nH]cnc3cc21,-3,5,0.0,0.5,-0.2,-0.5,-4,-0.6,1,5.1,-0.3
COc1ccc(CCNC(=O)COc2cc(O)c3c(c2)OC(C)(C)CC3=O)cc1,0,-5,-1.4,3.1,-0.3,-3.3,0,-1.3,-10,-1.2,-3.3
COC(=O)c1ccc(C(=S)N2CCCCC2)cc1,-2,-2,0.7,1.3,-0.6,3.2,-4,0.1,-7,-0.9,-0.5
Cc1nn(-c2ccccc2)c(Cl)c1/C=N/Nc1nnc(C)c(=O)[nH]1,-3,6,0.5,4.4,-2.6,2.6,0,-0.2,3,0.1,0.4
CC1(C)CC(NC(=O)c2sc3cc(Cl)ccc3c2Cl)CC(C)(C)N1,7,11,0.8,0.5,-2.0,0.7,2,-1.3,8,-0.6,0.0
Cn1sc(=O)c2cc(S(=O)(=O)NC3CC3)ccc21,8.3*,31,nt,1.9,-2.0,2.2,-3,-0.9,-7,1.3,-0.7
COc1cccc(CNC(=O)CSc2nc(=O)n(Cc3ccncc3)c3c2CCC3)c1,0,1,-0.3,-0.2,-1.7,1.4,-1,-0.9,-3,-1.0,1.6
CC1=CC(C)(C)N2C(=O)C3(C(C#N)=C(N)Oc4cc(C)oc(=O)c43)c3cc(C)cc1c32 (centres undefined),-1,0,-0.7,-2.2,-1.8,-1.2,1,-1.5,5,0.2,-0.3
O=C(Nc1ccc(Cl)cc1)N1CC=CCC1,2,-1,0.5,6.8,-1.1,0.7,-3,-1.1,-1,0.3,0.1
CCCCN(CCO)CCCC,-4,2,-0.2,-0.1,0.4,1.5,-1,-0.7,-5,-1.6,0.6
COC(=O)[C@]12C[C@H](CC(=O)N3CCN(C(=O)C4CC4)CC3)C(=O)N(Cc3cccc4ccccc34)C1=C[C@H](COCc1ccccc1)O[C@@H]2C,-2,-5,nt,-1.1,nt,nt,10.0*,-1.6,8,-3.1,-1.4
Cc1ccc(N(c2ncnc(N)c2[N+](=O)[O-])C2CCCCC2)cc1,-3,-4,-0.8,-0.8,1.8,1.7,-4,-1.1,8,-0.2,-0.7
N#Cc1ccccc1CSc1nc(N)cc(N)n1,3,-4,0.3,-1.4,-1.1,1.3,2,-1.1,5,-2.3,0.2
CC[C@@]1(c2ccc(C)cc2)C(=O)N(C(=O)OC)N1C(=O)OC,-2,-27,nt,-1.5,nt,nt,-4,-1.1,-7,-3.0,-1.5
Cc1nc2c(-c3ccccc3)c(C)nn2c(N)c1-c1ccccc1,5,-2,0.9,8.3,1.4,2.8,-23,0.3,-59,3.9,3.2

# One compound at a time, as listed above. Values in the order: SMARCA2 act	GC-A act	DAX1 inh-1	hgDAF-12 ag	PG9 binder	FXN GAA850 act	ADAM17 inh	ssDAF12 agonist	ADAM10 inh	hcDAF-12 act	DAX1 inh-2
# Shown for CC1=CC(C)(C)N2C(=O)C3(C(C#N)=C(N)Oc4cc(C)oc(=O)c43)c3cc(C)cc1c32 (centres undefined) : -1	0	-0.7	-2.2	-1.8	-1.2	1	-1.5	5	0.2	-0.3
# Shown for O=C(CSc1n[nH]c(-c2ccccc2)n1)NC1CCCCC1 : -2	0	-0.3	-0.8	-0.4	0.1	0	-1.2	2	0.1	-1.2
# Shown for Cc1nc2c(Cl)c(C)nn2c2c1CCC2 : 3	1	-0.3	0.5	-1.4	-0.8	-6	-1.6	-6	-0.5	0.0
# Shown for Cc1nc2c(-c3ccccc3)c(C)nn2c(N)c1-c1ccccc1 : 5	-2	0.9	8.3	1.4	2.8	-23	0.3	-59	3.9	3.2
# Shown for COC(=O)c1ccc(C(=S)N2CCCCC2)cc1 : -2	-2	0.7	1.3	-0.6	3.2	-4	0.1	-7	-0.9	-0.5

# The results go on.
SMILES,SMARCA2 act,GC-A act,DAX1 inh-1,hgDAF-12 ag,PG9 binder,FXN GAA850 act,ADAM17 inh,ssDAF12 agonist,ADAM10 inh,hcDAF-12 act,DAX1 inh-2
Cc1cc(NC(=O)CCC(=O)N(Cc2ccco2)C(C(=O)NC2CCCC2)c2ccccc2F)no1 (centres undefined),-1,2,-1.5,-1.9,0.6,1.1,1,-1.5,-7,-2.3,-0.6
COCCN1CC(C(=O)N2CCC(Oc3ccccc3OC)CC2)CCC1=O (centres undefined),-1,4,1.4,-2.1,-2.0,-0.5,-1,-1.8,6,0.3,0.5
CC(=O)Nc1ccc(C(=O)OCC(=O)c2ccc(F)cc2)cc1,0,10,0.1,-1.2,-2.1,1.3,0,-0.8,2,-1.2,0.1
O=C(CCCC(=O)Nc1cccc(Br)c1)N/N=C/c1cc([N+](=O)[O-])ccc1O,-3,-5,-0.3,-0.6,-2.0,-1.1,6,-1.5,11,2.2,-2.3
NC(=O)C1CCN(c2ccc([N+](=O)[O-])cc2Cl)CC1,0,0,2.2,-1.2,3.1,2.6,-3,-1.1,-2,-1.4,0.5
CN(C)CCCN(Cc1cc2cc3c(cc2[nH]c1=O)OCCO3)C(=O)NC1CCCCC1,-2,5,1.2,-1.5,1.4,1.0,-120,-1.8,-342,-0.9,0.6
COc1ccc(-n2c(SCC(=O)Nc3cc(C)on3)nc3c(c2=O)SC(C)C3)cc1 (centres undefined),-2,3,0.1,-1.2,-0.5,0.4,-4,-1.2,-6,0.2,-0.4
COc1ccc(CC(=O)N/N=C/c2cccn2-c2ccc([N+](=O)[O-])cc2)cc1OC,-6,6,-1.7,-2.5,-2.3,0.3,8,-1.8,21*,-3.1,-0.4
CCOC(=O)N1CCC(N2Cc3cccc(C(=O)Nc4cccc(F)c4)c3C2=O)CC1,2,-3,-0.5,-1.1,0.1,0.8,-1,-0.2,-2,-2.6,-0.1
O=C1c2ccccc2C(c2nnnn2-c2ccc3c(c2)OCCO3)N1Cc1ccc(F)cc1 (centres undefined),6,-2,nt,-1.1,0.1,nt,0,-1.4,6,-0.8,0.8
CCN1CCN(C(=O)/C=C/c2ccc(F)cc2)CC1,-4,1,nt,0.3,1.2,0.8,-2,-1.4,2,-0.7,0.3
NC(=O)NC(=O)COC(=O)CCSc1ccccc1,-7,4,0.0,1.8,-3.9,2.4,2,-0.7,-6,0.1,0.0
CC(NS(=O)(=O)c1ccc(OCC(=O)N2CCOCC2)c(Cl)c1)c1ccccc1 (centres undefined),-1,-2,-0.2,0.0,-1.4,-1.8,1,-1.0,3,-0.7,-0.7
CCN(C[C@H]1N[C@@](Cc2ccccc2)(C(=O)OC)[C@H]2C(=O)N(Cc3ccccc3)C(=O)[C@@H]12)C(=O)COc1ccccc1,-3,-7,2.4,-0.3,0.6,-3.0,-7,-1.1,-16,-0.5,0.2
O=C(NC1CCCCCCC1)c1ccccc1-c1ccccc1,0,-1,0.2,2.0,-0.5,2.8,-1,-1.2,-1,-2.1,-0.7
Cc1cc(C)n(-c2nc(NCC3CCCO3)c3c4c(sc3n2)COC(C)(C)C4)n1 (centres undefined),1,1,nt,-1.9,-0.8,nt,-123,-2.0,-374,-1.8,-1.3
COC(=O)CCC(=O)Nc1cc(S(=O)(=O)Nc2ccc(Cl)cc2)ccc1N1CCOCC1,-3,-4,0.0,-0.7,1.2,1.9,-2,-1.3,3,-0.9,-0.8
COc1ccc(N2CCN(C(=O)CCNC(=O)c3ccccc3)CC2)cc1,0,1,-0.1,1.6,-2.7,2.0,0,-1.4,-3,0.5,-0.4
O=C1c2ccccc2C(O)N1c1ccccc1 (centres undefined),5,3,-0.3,2.4,-1.5,2.1,0,-1.3,7,-0.5,-0.1
O=C(NC1CCCCC1)C1CCCN1C(=O)NCc1ccccc1 (centres undefined),-1,1,-0.1,-1.7,0.7,-0.5,-3,-1.0,1,0.6,-0.1
C[C@H](CO)N1C[C@H](C)[C@@H](CN(C)S(=O)(=O)c2ccccc2)Oc2ccc(NC(=O)Nc3ccc4c(c3)OCO4)cc2C1=O,1,2,-0.1,-1.0,-1.2,0.5,3,-1.2,6,-2.0,-0.4
CCc1ccc(-n2cccc2/C=C2/C(=N)N3C(=NC2=O)SN=C3S(C)(=O)=O)cc1,-1,-12,0.7,1.7,-1.4,0.8,0,-1.5,3,-0.5,0.6
C=CC[C@H](CC(=O)N[C@H](CO)Cc1ccccc1)C(=O)N[C@H](COC(=O)[C@@H](CC=C)CC(=O)OC(C)(C)C)Cc1c[nH]c2ccccc12,-1,-7,-0.2,-2.3,-1.0,-2.8,14*,-1.5,16,-1.1,-0.9
CC(=NNC(N)=O)C1CC2CCC1CC2 (centres undefined),-2,0,0.3,0.9,-1.2,1.5,-7,0.1,-10,-0.8,1.5
C=CCNC(=S)N1CCN(C2CCCCC2)CC1,-4,1,3.5,0.5,2.1,-0.1,-4,-1.1,7,-0.4,0.6
CN(CC(=O)N/N=C/c1ccc(F)cc1)S(=O)(=O)c1ccccc1,-2,1,0.2,0.7,-1.4,-1.4,-6,-0.6,-8,1.6,0.9
CCc1nc2ccccc2c(=O)n1NC(=O)c1c(O)c2ccccc2n(CC)c1=O,-3,-6,1.2,0.1,0.6,-0.1,0,-1.4,-4,0.5,-0.2
CC1CCN(CC(=O)Nc2ccccc2C#N)CC1,2,-3,0.1,1.2,-1.0,-2.6,-2,-1.6,1,-1.1,-0.4
CCCOc1ccc(-c2c(C(=O)N/N=C(\C)c3cccs3)nnn2-c2nonc2N)cc1,-1,-3,0.4,1.9,-1.1,0.2,-2,-0.7,-5,-0.5,0.0
O=C(NCCCO)C12CC3CC(CC(C3)C1)C2,2,1,2.0,0.9,-1.5,2.8,1,-1.2,11,-0.2,-0.1
CC(=C/c1ccco1)/C=N/NC(=O)CSc1nnc(SCc2ccc(C)cc2)s1,-6,-1,-0.9,2.1,-1.4,-2.3,3,-1.5,8,-0.5,-0.1
CS(=O)(=O)c1nc(S(=O)(=O)c2ccc(Cl)cc2)c(N2CCOCC2)s1,0,-2,2.0,-1.5,-1.9,1.2,-7,-1.3,1,-0.4,0.0
CCNC(=O)COC(=O)CCC(=O)c1cccs1,-1,1,0.4,3.0,-1.3,-0.3,-1,-1.1,-4,-1.0,0.2
COC(=O)c1ccc(-c2noc(CN3CCCC(CNC(C)=O)C3)n2)cc1 (centres undefined),2,1,0.7,-2.5,-2.9,0.5,-7,-1.4,-1,-0.4,-0.3
